# Compound activity: PubChem BioAssay, National Center for Advancing Translational Sciences (NCATS)
# Nrf2 ARE act: Nrf2 pathway activation; 0.31% of 410,000 active; AREc32 ARE-luciferase reporter (MCF7-derived line), luminescence, 24 h; Potency, µM (series often up to 46.1 µM), without a hit: top-dose activation, most hits filed as activators; further: potency means the concentration at half of the fitted maximal effect; % of control where 0% means no effect; nearly all actives have a fitted effect of over 65% in size
#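 Each well held 1000 AREc32 cells, which were incubated with compound for 24 hr at 37 deg C after overnight attachment, and ARE reporter activity was quantified by firefly luciferase luminescence.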
# HepG2 viability: kills HepG2 cells in TGF-b inhibitor counter-screen; HepG2 CAGA-GFP viability, ATP luminescence, 18 h; Potency, µM (titrated, usually from 46.1 µM), for the others: at the highest dose activity change, negative = cytotoxicity, hits mostly cytotoxic; 0.76% of 410,000 active; further: potency means the concentration at half of the fitted maximal effect; some results filed as inactive show a strong effect at the top dose
#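 CellTiter-Glo luminescence gave cytotoxicity after 18 hours at 37 degrees C. The cells were HepG2 CAGA-GFP in 1% FBS DMEM, stimulated with 500 pg/mL TGF-beta after compound addition. %Activity was normalised to no-cell wells (complete cell-killing) and DMSO (no toxicity), and curves were fitted and classified.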
# CCT chaperon mod: cytosolic chaperonin activity modulation; 0.3% of 360,000 active; purified chaperonin ATPase assay, HTRF ADP detection, 30 min; activity change, % (concentration not given with the values), hits read low; AID 651819; in the data active means activity change below about -30%; further: on the % scale 0 is the no-effect control and ±100 the full control effect
#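 Nucleotide hydrolysis assay: TRiC at 20–40 nM final (set by batch activity) with 10 uM ATP, 30 min at 37 °C, in presence of 76 uM compound. Detection by competitive ADP HTRF, 30 min ambient.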
# A549 tox: counter-screen for Nrf2 inhibitors: cytotoxicity in A549 cells | A549 ARE-Fluc cells, CellTiter-Fluor viability, 18-24 h | Potency, µM (titrated, usually from 46 µM), for the others: top-dose activity change, negative = cytotoxicity, usual class: inhibitors | 0.16% of 390,000 active | AID 504648; further: potency means the concentration at half of the fitted maximal effect; on the % scale 0 is the no-effect control and ±100 the full control effect
#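 Cytotoxicity counterscreen: CellTiter-Fluor fluorescence was measured in A549 ARE_Fluc cells after 18-24 h of compound exposure in a concentration series. The subsequent BugLite luminescent read reports ARE-luciferase activity.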
# Nrf2 inh: Nrf2 pathway inhibition; Potency, µM (highest dose often 46 µM), for the others: top-dose activity change, negative = inhibition, actives largely listed as inhibitors; A549 ARE-Fluc reporter, luciferase luminescence, 18-24 h; 2.1% of 360,000 active; further: potency means the concentration at half of the fitted maximal effect; on the % scale 0 is the no-effect control and ±100 the full control effect; nearly all actives have a fitted effect of over 60% in size
#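 In this cell-based qHTS, ARE-driven firefly luciferase in A549 cells reports Nrf2 activity; the luminescent signal after BugLite lysis is the measured value, with a prior CellTiter-Fluor read for cell health.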
# Akt phos inh: inhibitors of Akt phosphorylation; activity change, % for hits at 50 µM; Neuro2A IGF-stimulated pAkt S473 HTRF, 20 min; stronger effect = lower value; 0.32% of 360,000 active; in the data active means activity change below about -80%; inconclusive means mostly about -51% to -80%; further: on the % scale 0 is the no-effect control and ±100 the full control effect
#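 Neuro2A cells in DMEM with 0.5% FBS, overnight at 37 deg C, given compound at single 50 µM final, then IGF (6 nM final) for 20 min at 37 deg C. Lysed; phospho-Akt Ser473 by HTRF after 24 h, 665/615 ratio.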
# TGFb inhibitor: blocks TGF-b signaling | HepG2 CAGA-GFP TGF-b/SMAD3 reporter, GFP fluorescence, 18 h; TGF-beta stimulated, 500 pg/mL final | Potency, µM (highest dose often 46.1 µM), inactives show top-dose activity, negative = inhibition, hits mostly inhibitors | 1.2% of 410,000 active | AID 588855; further: potency means the concentration at half of the fitted maximal effect; on the % scale 0 is the no-effect control and ±100 the full control effect; nearly all actives have a fitted effect of over 65% in size
#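 HEPG2 CAGA-GFP, 1000 cells/well; 2 h settle, 37 C; cpd via pin tool; TGF-b 500 pg/mL final; 18 h, 37 C; GFP imaging ex488/em500-530; %Activity normalised to -TGF-b and +DMSO controls; CRC fit, curve class.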
# Abeta rescue: restores growth of yeast expressing A-beta42 peptide | yeast expressing A-beta42, growth rescue, OD600, 48 h; response scale: 0% DMSO, 100% iron-clioquinol control | 0.063% of 410,000 active | Potency, µM (top dose mostly 46.1 µM), inactives show top-dose growth rescue, usual class: activators | AID 1347071; further: potency means the concentration at half of the fitted maximal effect; nearly all actives have a fitted effect of over 55% in size
#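 Growth rescue measured by 600 nm absorbance after 48 h yeast culture at 30 C with compound. Values normalized between DMSO and an equimolar ferric chloride plus clioquinol control.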
# Mm-Cpn inhibitor: blocks the Methanococcus maripaludis chaperonin Mm-Cpn. purified Mm-Cpn ATPase, ADP Transcreener TR-FRET. Potency, µM (top dose mostly 76.9 µM), for inactives: at the top dose activity, negative = inhibition, actives largely listed as inhibitors. 0.031% of 330,000 active. AID 504842; further: potency means the concentration at half of the fitted maximal effect; on the % scale 0 is the no-effect control and ±100 the full control effect; nearly all actives have a fitted effect of over 80% in size
#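 Reaction buffer contained 30 mM Tris pH 7.4, 100 mM KCl, 5 mM MgCl2 and 1 mM DTT. Mm-CPN (25 nM final) hydrolysed 10 uM ATP over 30 min at 37°C; ADP was read by HTRF.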
# Active calls of the source: *; i = inactive; ? = inconclusive; . = not tested or not shown; [ ] = another dose, or the depositor's remark. Unless noted, the call rests on the fitted dose curve; in most records, active means well fitted curve in the direction sought with a large enough effect; inconclusive means small, poorly fitted or top-dose-only effect, or another doubt; inactive means no such curve, though single readings can be large; an effect the other way counts as inactive or inconclusive.
1. CN(C)Cc1cnc2ccc(Cl)cn12
2. COc1cc(C)ccc1OCCOCCOc1c(C)cc(C)cc1Br
3. O=c1[nH]c2ccc(NC(=S)NCCc3ccccc3)cc2[nH]1
4. CNC(=O)C[C@H]1C(=O)N(c2ccc(Br)cc2)C[C@@H]1CSC
5. COc1cc(/C=C/C(=O)N[C@@H](Cc2c[nH]c3ccccc23)C(=O)O)ccc1O
6. COc1cc(OC)cc(-c2nc(-c3ccccc3)no2)c1
compound no.	1	2	3	4	5	6
Nrf2 ARE act	-0.4%	0.3%	0.1%	-0.6%	-0.1%	15%
HepG2 viability	1%	-16%	-49%	-1%	-31%	-7%
CCT chaperon mod	0.2	3.2	-3.3	-1.1	0.2	0.7
A549 tox	.	3%	0%	.	2%	-3%
Nrf2 inh	9%	.	-5%	.	-6%	?
Akt phos inh	i	i	i	i	i	i
TGFb inhibitor	14%	-11%	9%	-5%	4%	-4%
Abeta rescue	2%	?	0%	-1%	-1%	-4%
Mm-Cpn inhibitor	1%	-2%	2%	.	3%	-3%

7. O=C(N/N=C/c1ccccc1C(=O)O)c1cc(-c2ccc3c4c(cccc24)CC3)n[nH]1
8. O=C1C=CC2=C3c4cc(O)c(O)cc4CC3(O)COC2=C1O (stereo unspecified)
9. Cc1cccc(OCC(=O)Nc2ccc(N3CCN(C(=O)c4ccccc4)CC3)cc2)c1
10. CCN(Cc1ccccc1)C(=O)c1cc(S(=O)(=O)N2CCOCC2)ccc1N1CCCC1
11. CCCCOCCCNC(=O)C[C@@H]1C[C@@]2(C(=O)OCC)CCC=C2N(Cc2ccc(Cl)cc2Cl)C1=O
12. CCc1nc2c(c(=O)c3ccccc3n2C)c(=O)n1C1CCCCCC1
compound no.	7	8	9	10	11	12
Nrf2 ARE act	2.8%	0.7%	0.1%	0.0%	-2.2%	0.1%[9.22 µM]
HepG2 viability	-4%	16%	-1%	-21%	.	-34%
CCT chaperon mod	1.1	0.3	1.1	0.9	-0.4	0.2
A549 tox	2%	?	1%	-9%	.	?
Nrf2 inh	6%	-26%	?	-11%	.	?
Akt phos inh	i	i	i	i	i	i
TGFb inhibitor	1%	-13%	-31%	4%	.	0%
Abeta rescue	5%	-30%	21%	3%	19%	-32%[inhibitor]
Mm-Cpn inhibitor	-8%	.	2%	-1%	.	3%

13. CC(NC(=O)c1ccc(F)cc1)C1CC2CCC1C2 (stereo unspecified)
14. C=CCN(C(=O)c1csnn1)C(C(=O)NC1CCCCC1)c1ccc(F)cc1 (stereo unspecified)
15. CCC(C)(C)NC(=O)C(c1ccc(OC)cc1)N(C(=O)CCC(=O)Nc1cc(C)on1)c1ccc2c(c1)OCO2 (stereo unspecified)
16. CCCOc1ccc(C2C(C(=O)OC)=CN(CCOC)C=C2C(=O)OC)cc1
17. N=c1c(C(=O)NCCN2CCOCC2)cc2c(=O)n3ccccc3nc2n1CCc1ccccc1
18. O=C(Nc1ccc(Cl)cc1C(=O)NCCN1CCOCC1)c1ccc(Cl)cc1Cl
compound no.	13	14	15	16	17	18
Nrf2 ARE act	0.3%	0.1%	-0.1%	-0.4%	-0.6%	0.3%
HepG2 viability	-1%	7%	-29%	-2%	-13%	-38%
CCT chaperon mod	0.7	1.9	-6.9	0.8	-2.6	0.0
A549 tox	0%	0%	-18%	?	-21%	-2%
Nrf2 inh	0%	-11%	-11%	-12%	6%	9%
Akt phos inh	i	i	i	i	i	i
TGFb inhibitor	-4%	?	-23%	0%	-21%	0%
Abeta rescue	13%	-9%	-5%	9%	-11%	0%
Mm-Cpn inhibitor	3%	-2%	0%	0%	1%	-2%

19. CCOC(=O)CCc1c(C)c2c(C)nn(-c3ccccc3)c2[nH]c1=O
20. Cc1ccc(S(=O)(=O)N(c2nc(N(C)C)nc(N(C)C)n2)n2cnnc2)cc1
21. CCC(C)NC(=O)c1ccc2nc(-c3ccc(OC)c(OC)c3)c(-c3ccc(OC)c(OC)c3)nc2c1 (stereo unspecified)
22. O=C(Nc1ccc(Oc2cccnc2)cc1)c1cccc([N+](=O)[O-])c1
23. Cc1ccc(NC(=O)CSCC(=O)NCCc2ccccn2)c(C)c1
24. CN(Cc1ccccc1)C(=O)c1c[nH]c2ccc(S(=O)(=O)N3CCOCC3)cc2c1=O
compound no.	19	20	21	22	23	24
Nrf2 ARE act	-0.1%	-0.2%	-0.2%	3.0%	2.8%	0.3%
HepG2 viability	0%	-5%	-10%	5%	-30%	-5%
CCT chaperon mod	-34*	-1.3	2.5	-1.4	2.5	-3.3
A549 tox	1%	7%	1%	-2%	2%	2%
Nrf2 inh	19%	9%	-23%	-23%	-18%	2%
Akt phos inh	i	i	i	i	i	i
TGFb inhibitor	1%	3%	-26%	-3%	3%	-19%
Abeta rescue	2%	13%	18%	4%	-14%	6%
Mm-Cpn inhibitor	1%	-1%	1%	-2%	-1%	3%

25. COCCNC(=O)COc1ccc(Br)cc1Cl
26. CCC(=O)N1c2ccc(S(=O)(=O)N3CCCC3)cc2CC1C (stereo unspecified)
27. CCC(C)N(C(=O)COc1ccc(Cl)c2cccnc12)C1CCS(=O)(=O)C1 (stereo unspecified)
28. O=C(O)CCC(=O)Nc1cccc(C(=O)Nc2ccc(Br)cc2)c1
29. Cc1ccc(C(=O)OC(C)C(=O)NC(C)CCc2ccccc2)o1 (stereo unspecified)
30. Cc1nn(C)cc1C(C(=O)NC1CCCCC1)N(C(=O)Cc1cccs1)c1ccc(F)cc1 (stereo unspecified)
compound no.	25	26	27	28	29	30
Nrf2 ARE act	3.1%	-0.3%	4.6%	5.8%	0.0%	0.2%
HepG2 viability	3%	-32%	-9%	-18%	12%	-3%
CCT chaperon mod	-0.9	2.6	1.3	1.4	0.4	1.3
A549 tox	1%	-3%	6%	8%	17%	0%
Nrf2 inh	.	-23%	-10%	?	-4%	-1%
Akt phos inh	i	.	i	i	i	i
TGFb inhibitor	-20%	1%	7%	65%[activator]	30%	1%
Abeta rescue	21%	-5%	10%	-10%	-18%	12%
Mm-Cpn inhibitor	1%	1%	0%	0%	0%	0%

31. O=C(NCc1cccc(C(F)(F)F)c1)c1ccc2nc([C@H]3C[C@H](O)[C@@H](CO)O3)[nH]c2c1
32. CCOC(=O)c1ccccc1NC(=O)CSc1ncc(CO)n1Cc1ccc(C)cc1
33. COc1cc(NC(=O)c2cc(-n3cnnc3)ccc2Cl)cc(OC)c1
34. COc1ccccc1NC(=O)Cc1nnc(SCC(=O)c2ccc(F)cc2)n1C
35. C[C@H](NC(=O)c1nc[nH]c1C(=O)N[C@@H](CCCCNC(=O)OC(C)(C)C)C(=O)OC(C)(C)C)C(=O)OC(C)(C)C
36. O=C(NCc1ccccc1)C(c1cccnc1)N(C(=O)c1ccccn1)c1cccc(F)c1 (stereo unspecified)
37. FC(F)(F)c1cccc(NCc2n[nH]c(=S)n2C2CCCCC2)c1
38. CCOC(=O)C1(CCc2ccccc2)CCN(C(=O)[C@@H]2C[C@@H](C)NC(=S)N2)CC1
compound no.	31	32	33	34	35	36	37	38
Nrf2 ARE act	-1.1%	5.8%	0.1%	0.0%	0.3%	-0.1%	0.7%	0.6%
HepG2 viability	3%	-31%	1%	1%	-12%	-1%	-48%	-29%
CCT chaperon mod	-0.2	.	-2.8	-0.7	0.0	-0.2	0.3	1.4
A549 tox	.	17%	?	-21%	-9%	5%	6%	2%
Nrf2 inh	.	.	?	-11%	?	2%	-10%	?
Akt phos inh	i	.	i	i	i	i	i	i
TGFb inhibitor	13%	-14%	8%	17%	?	-9%	0%	11%
Abeta rescue	-1%	-17%	13%	-3%	2%	-10%	?	9%
Mm-Cpn inhibitor	.	.	-10%	2%	1%	-4%	-4%	-8%

# Gathered by group, the compounds so far containing a Cl atom (6)
1. CN(C)Cc1cnc2ccc(Cl)cn12
11. CCCCOCCCNC(=O)C[C@@H]1C[C@@]2(C(=O)OCC)CCC=C2N(Cc2ccc(Cl)cc2Cl)C1=O
18. O=C(Nc1ccc(Cl)cc1C(=O)NCCN1CCOCC1)c1ccc(Cl)cc1Cl
25. COCCNC(=O)COc1ccc(Br)cc1Cl
27. CCC(C)N(C(=O)COc1ccc(Cl)c2cccnc12)C1CCS(=O)(=O)C1 (stereo unspecified)
33. COc1cc(NC(=O)c2cc(-n3cnnc3)ccc2Cl)cc(OC)c1
compound no.	1	11	18	25	27	33
Nrf2 ARE act	-0.4%	-2.2%	0.3%	3.1%	4.6%	0.1%
HepG2 viability	1%	.	-38%	3%	-9%	1%
CCT chaperon mod	0.2	-0.4	0.0	-0.9	1.3	-2.8
A549 tox	.	.	-2%	1%	6%	?
Nrf2 inh	9%	.	9%	.	-10%	?
Akt phos inh	i	i	i	i	i	i
TGFb inhibitor	14%	.	0%	-20%	7%	8%
Abeta rescue	2%	19%	0%	21%	10%	13%
Mm-Cpn inhibitor	1%	.	-2%	1%	0%	-10%
